influenza NS1A: H1N1 influenza NS1A inhibitors, functional cell based assay (AID 504329) | one-dose inhibition, % at 12.5 µM; IC50 in µM for titrated hits | NS1A functional cell-based assay, percent inhibition; higher % means a stronger effect | 340,000 tested, 0.3% active; in the data active means a potency from the dose series; inconclusive means inhibition above about 27% without an active follow-up result; further: strong numbers were not always called active
VEEV TC-83 Vero: inhibitors of VEEV TC-83 cytopathic effect, confirmation, Vero cells (AID 588727); inhibition, % at 20 µM; hits with a dose series show IC50 in µM; 350,000 tested, 0.13% active; Vero cells, VEEV TC-83 cytopathic effect inhibition; higher % means a stronger effect; in the data active means a potency from the dose series; inconclusive means inhibition mostly from about 14% at the one dose, without a potency; inactive means the rest, 99 in 100 with inhibition below about 12%; further: strong numbers were not always called active
M. tuberculosis HTS: M. tuberculosis growth inhibition, HTS (AID 449762) | M. tuberculosis H37Rv growth inhibition, 7H9 media; higher % means a stronger effect | one-dose inhibition, % at 25 µM; IC50 in µM for titrated hits | 330,000 tested, 0.59% active; in the data active means a potency from the dose series; inconclusive means inhibition above about 70% without an active follow-up result;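 further: bacterial growth assessed after seven days of incubation; strong numbers were not always called active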
tuberculosis growth: growth inhibition of non-replicating M. tuberculosis (AID 488890); Mycobacterium tuberculosis non-replicating, growth inhibition; higher % means a stronger effect; one-dose inhibition, % at 25 µM; IC50 in µM for titrated hits; 320,000 tested, 0.39% active; in the data active means a potency from the dose series; inconclusive means inhibition mostly from about 82% at the one dose, without a potency; inactive means the rest, 99 in 100 with inhibition below about 76%;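 further: plate controls were DMSO cells for no effect and high antibiotic wells for full effect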
Salmonella PhoP GFP: PhoP regulon inhibitors, Salmonella typhi PhoP promoter GFP reporter, confirmatory (AID 1850); inhibition, % at 50 µM; hits with a dose series show IC50 in µM; 310,000 tested, 0.33% active; Salmonella Typhi PhoP-promoter GFP reporter, fluorescence, 4 h; higher % means a stronger effect; in the data active means a potency from the dose series; inconclusive means inhibition mostly from about 25% at the one dose, without a potency; inactive means the rest, 99 in 100 with inhibition below about 19%;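 further: 0% = induced wells with vehicle and 100% = uninduced wells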
VEEV TC-83 Vero 10K pilot screen: also measured in VEEV TC-83 Vero; calls as there; inhibition, %; measured here: 10K pilot screen inhibition
* hit, by the source's call; i = inactive; ? = inconclusive; . = no result given; & = joins results of further samples.

Sample of the layout (5 entries):
SMILES | influenza NS1A | VEEV TC-83 Vero | M. tuberculosis HTS | tuberculosis growth | Salmonella PhoP GFP | others
CCCCN(CC)S(=O)(=O)c1ccc2c(c1)n(C)c(=O)c(=O)n2C | -2% | 1.4% | -14% | -16% | 5%
CC(=O)Nc1ccc(SCc2csc(C)n2)cc1 | 2% | 3.0% | -10% | 49% | -5%
CC(C)Nc1nnc(Sc2ccc(Cl)cc2[N+](=O)[O-])s1 | -3% | 1.2% | 12% | 10% | -6%
COc1ccc2cc(C(=O)C3CCCN(C(=O)CCc4ccccn4)C3)ccc2c1 (stereo not drawn) | 0% | 6.9% | 50% | 12% | 4%
Cc1ccc(-n2c(O)c(/C=N/n3cnnc3)c3ccccc3c2=O)cc1 | 9%&8% | 0.5%&3.5% | -2%&-9% | -14%&3% | -16%&-4%

The list itself, repeating the preview:
SMILES | influenza NS1A | VEEV TC-83 Vero | M. tuberculosis HTS | tuberculosis growth | Salmonella PhoP GFP | others
CCCCN(CC)S(=O)(=O)c1ccc2c(c1)n(C)c(=O)c(=O)n2C | -2% | 1.4% | -14% | -16% | 5%
CC(=O)Nc1ccc(SCc2csc(C)n2)cc1 | 2% | 3.0% | -10% | 49% | -5%
CC(C)Nc1nnc(Sc2ccc(Cl)cc2[N+](=O)[O-])s1 | -3% | 1.2% | 12% | 10% | -6%
COc1ccc2cc(C(=O)C3CCCN(C(=O)CCc4ccccn4)C3)ccc2c1 (stereo not drawn) | 0% | 6.9% | 50% | 12% | 4%
Cc1ccc(-n2c(O)c(/C=N/n3cnnc3)c3ccccc3c2=O)cc1 | 9%&8% | 0.5%&3.5% | -2%&-9% | -14%&3% | -16%&-4%
CCC1C(=O)N=C(SCC(=O)Nc2cccc3ccccc23)NC1=O (stereo not drawn) | -3% | 5.2% | 5% | 18% | 7%
O=[N+]([O-])c1ccc(N2CCN(C(=S)Nc3ccccc3)CC2)cc1 | 4% | 0.4% | 8% | -1% | -13%
CCOC(=O)Cn1c(-c2ccccc2)nc2ccccc2c1=O | 13% | 1.5% | ? | 75% | -9%
Cc1[nH]c2ccccc2c1-c1nc2ccccc2[nH]1 | 14% | 6.3% | -12% | . | -8%
CCCCC(c1nnnn1CCOC)N1CCN(C)CC1 (stereo not drawn) | -2% | i | 4% | -5% | 15%
C=CCn1cnc2sc(C(=O)Nc3ccccc3OC)c(C)c2c1=O | -2% | 0.8% | 6% | 1% | -6%
O=C(NC1CC1)c1ccc(N2CCCCC2)c([N+](=O)[O-])c1 | 0% | 3.6% | 3% | 7% | 4%
Cc1ccc(F)cc1NC(=O)CSCc1c(C)noc1C | -10% | 3.6% | 0% | -7% | .
COc1ccc(CNC(=O)C(C)NCc2ccccc2Cl)cc1 (stereo not drawn) | 0% | i | -13% | 0% | 12%
C[C@H](NC(=O)c1ccc2c(c1)OCO2)c1nnc2ccccn12 | 1% | 1.2% | 5% | -22% | 9%
CS(=O)(=O)Nc1ccc(C(=O)Nc2ccccc2C(=O)NCc2ccco2)cc1 | -1% | 5.5% | -4% | 0% | -6%
CC1(C)CC(=O)C(C2=NC3(CCCCCC3)Cc3ccccc32)=C(O)C1 | -5% | i | 3% | . | -6%
O=C(CNc1cc(S(=O)(=O)N2CCOCC2)ccc1N1CCCC1)Nc1ccc(Cl)cc1 | -9% | 7.1% | . | . | .
NC(=O)Nc1ccc(C(=O)OCC(=O)N(Cc2ccccc2)C2CCS(=O)(=O)C2)cc1 (stereo not drawn) | -14% | 1.8% | -2% | 3% | -2%
O=C(CSc1n[nH]c(=O)[nH]c1=O)Nc1ccccc1C(=O)c1ccccc1 | -10% | i | -2% | 2% | 8%
C/C(=N/N1CCN(c2ccccc2)CC1)c1cccc([N+](=O)[O-])c1 | -18% | 0.4% | -4% | -17% | -1%
COc1ccc(C)cc1NC(=O)NCCC1=CCCCC1 | -11% | i | 0% | 14% | -9%
COc1cc(C2C3CN(C)CC=C3C(C#N)=C(N)C2(C#N)C#N)ccc1OC(C)C (stereo not drawn) | 2% | 3.8% | -5% | 3% | -4%
CC1CN(c2ccc([N+](=O)[O-])c3cccnc23)CC(C)N1 (stereo not drawn) | 22% | 4.5% | 4% | 17% | -9%
CCCCN(CCCC)CCNC(=O)CNC(=O)c1cccs1 | 10% | i | -9% | 10% | -5%
O=C(O)C(C(=O)O)=C1C2CC3CC(C2)CC1C3 | -4% | 0.8% | 1% | -11% | 10%
Cc1cc(C)nc(/N=C2\NC(=O)CC3C(=O)NCCN23)n1 (stereo not drawn) | 2% | 0.7% | -5% | 1% | -4%
CCCOc1ccc(C(=O)N(Cc2cccs2)C2CCS(=O)(=O)C2)cc1 (stereo not drawn) | 5% | 0.7% | 9% | 10% | -8%
COc1ccc(-c2nc(C(=O)O)cs2)cc1OC | 9% | i | 1% | 5% | 2%
CCCC(=O)NC(Oc1ccccc1Cl)C(Cl)(Cl)Cl (stereo not drawn) | 4% | 0.7% | -9% | -6% | 12%
CN1CC2(Cc3c1ccc1ccccc31)C(=O)OC(C)(C)OC2=O | -3% | 5.2% | . | 11% | -14%
COC(=O)C(=Nc1ccccc1)/C(C(=O)C(=O)N(C)c1ccccc1)=C(\O)c1ccc(Cl)cc1 | 1% | 1.3% | 1% | 33% | -3%
CCOC(=O)C1(CCOc2ccccc2)CCN(Cc2cc(OC)cc(OC)c2)CC1 | -3% | i | 17% | 17% | 6%
COc1ccc(/C=N/Nc2nc(-c3cccc(S(=O)(=O)N4CCCC4)c3)cs2)cc1OC | -5% | 7.2% | ? | 25% | -5%
O=C(CSC1=NCCS1)N1CCCCCC1 | -14% | 2.3% | -6% | 4% | 11%
CS(=O)c1ccccc1COC(=O)Nc1cccc(Cl)c1 (stereo not drawn) | -11% | 0.6% | 9% | 5% | -10%
COc1ccccc1NC(=O)C(C)N(C)CCOc1ccccc1 (stereo not drawn) | -4% | 3.9% | 8% | 14% | -4%
CC(=O)Nc1ccc(S(=O)(=O)NCC(=O)OCC(=O)NC(=O)c2cccn2C)cc1 | 15% | 0.8% | -3% | -4% | 12%
COc1ccccc1C(=O)Nc1ccc2c3c(cccc13)CC2 | -4% | 1.4% | 42% | 4% | 15%
CCOC(=O)COc1ccc([N+](=O)[O-])cc1 | 2% | i | 8% | 47% | -2%

The list goes on; the last 2 above are carried over.
SMILES | influenza NS1A | VEEV TC-83 Vero | M. tuberculosis HTS | tuberculosis growth | Salmonella PhoP GFP | others
COc1ccccc1C(=O)Nc1ccc2c3c(cccc13)CC2 | -4% | 1.4% | 42% | 4% | 15%
CCOC(=O)COc1ccc([N+](=O)[O-])cc1 | 2% | i | 8% | 47% | -2%
CCCOc1ccc(C(=O)NCCN2CCOCC2)cc1 | -9% | 0.9% | -1% | -9% | -5%
CN1CCN(Cc2nc3ccccc3c(=O)n2Cc2nc(-c3ccc([N+](=O)[O-])cc3)cs2)CC1 | 1% | 13% | 4% | 20% | -9%
Cc1ccc(NC(=O)COC(=O)c2cccc3c(=O)c(C)c(-c4ccccc4)oc23)cc1 | -9% | 0.5% | -3% | -2% | -7%
CC(C)c1ccc(NC(=O)CSc2nc(=O)n(CCCN3CCOCC3)c3c2CCCC3)cc1 | 3% | 7.2% | 19% | 8% | 10%
Cc1onc(-c2ccccc2Cl)c1C(=O)NC(=S)Nc1ccccc1C(N)=O | -6% | 0.1% | -2% | 22% | -7%
COC(=O)C1=CN(Cc2ccc(OC)c(OC)c2)C=C(C(=O)OC)C1c1ccc(F)cc1 | -18% | 5.5% | 4% | 12% | 1%
CCOc1ccc(Br)cc1CNc1ccc2c(c1)OCCO2 | 20% | 3.8% | 3% | 11% | 13%
COCC(C)NC(=O)/C(=C/c1ccccc1)c1ccccc1 (stereo not drawn) | -1% | 0.2% | -8% | 11% | -3%
O=C(NCc1ccccc1)c1ccc(Cl)c(NC2=NC3CS(=O)(=O)CC3S2)c1 (stereo not drawn) | 9% | 0.3% | 0% | -21% | 6% | VEEV TC-83 Vero 10K pilot screen=0.1
CSCCC(N=C1NS(=O)(=O)c2ccccc21)C(=O)NCCc1ccccc1 (stereo not drawn) | -3% | 4.7% | -5% | -2% | -4%
O=C(COC(=O)c1ccccc1SCC(=O)N1CCCC1)NCc1ccccc1 | 7% | 0.8% | -4% | 4% | -16%
Cn1c2ccccc2c(=O)c2c(=O)n(Cc3ccco3)c(-c3ccc(F)cc3)nc21 | 0% | 8.2% | 1% | 42% | -2%
CC(C)c1nc(-c2c(N)n(C)c(=O)n(C)c2=O)sc1C(=O)C(C)(C)C | 2% | 0.4% | -2% | -13% | 1%
COc1ccccc1NS(=O)(=O)c1ccc2oc(SCC(=O)N3CCNC3=O)nc2c1 | -7% | 11% | -5% | 20% | .
CC(NCC(=O)Nc1ccccc1C(=O)NC1CC1)c1ccco1 (stereo not drawn) | -3% | 1.2% | . | . | .
COc1ccc(C2(C(=O)NCC3CCCO3)CCOCC2)cc1 (stereo not drawn) | 9% | 0.2% | -4% | -1% | 3%
O=C(N/N=C/c1ccc([N+](=O)[O-])cc1)c1ccc2nc[nH]c2c1 | 9% | 3.6% | -8% | 4% | -5%
Cc1nonc1N1CCN(Cc2cn[nH]c2-c2ccc(F)cc2F)CC1 | 5% | 1.7% | -8% | -5% | -10%
CC(=O)c1cccc(NC(=O)C(C)OC(=O)CCN=C2NS(=O)(=O)c3ccccc32)c1 (stereo not drawn) | -2% | 3.0% | -7% | -5% | -4%
COc1ccc(OCC(=O)Nc2c(C(=O)N3CCN(C)CC3)oc3ccccc23)cc1 | -6% | 6.3% | -6% | 1% | 11%

The closing 4 compounds of the section above open the next one.
SMILES | influenza NS1A | VEEV TC-83 Vero | M. tuberculosis HTS | tuberculosis growth | Salmonella PhoP GFP | others
O=C(N/N=C/c1ccc([N+](=O)[O-])cc1)c1ccc2nc[nH]c2c1 | 9% | 3.6% | -8% | 4% | -5%
Cc1nonc1N1CCN(Cc2cn[nH]c2-c2ccc(F)cc2F)CC1 | 5% | 1.7% | -8% | -5% | -10%
CC(=O)c1cccc(NC(=O)C(C)OC(=O)CCN=C2NS(=O)(=O)c3ccccc32)c1 (stereo not drawn) | -2% | 3.0% | -7% | -5% | -4%
COc1ccc(OCC(=O)Nc2c(C(=O)N3CCN(C)CC3)oc3ccccc23)cc1 | -6% | 6.3% | -6% | 1% | 11%
C=CCn1c(SCc2c(C)noc2C)nc2sc(C)c(C)c2c1=O | 3% | 0.2% | 4% | 31% | 6%
CC(=O)N1c2c(cc(Br)cc2S(=O)(=O)NCC2COc3ccccc3O2)CC1C (stereo not drawn) | 2% | 6.3% | 1% | 16% | 2%
COC(=O)C1SCC2C(=O)N(Cc3ccc(F)cc3)CC(=O)N21 (stereo not drawn) | -1% | 0.1% | -4% | -6% | -15%
O=C(NC(NNc1ccc([N+](=O)[O-])cc1)(C(F)(F)F)C(F)(F)F)c1ccc(Cl)cc1 | 4% | 5.2% | 0% | 13% | 17%
COc1cc(CNc2ccc(CNc3ncn[nH]3)cc2)ccc1OCC(=O)NC(C)(C)C | 3% | 0.5% | 4% | 15% | 0%
Cc1ccc(S(=O)(=O)N2CCN(Cc3cccnc3)CC2)cc1 | -10% | 0.6% | -9% | -6% | -7%

Compound activity as filed in PubChem.
